Bioassay records: PubChem, several laboratories
GPR7 antag: GPR7 receptor antagonists, primary screen, cell-based, fluorescence, single concentration; Neuropeptides B/W receptor type 1 (Homo sapiens), P48145; AID 1861, 2009; inhibition, % at 4.4 µM; actives 1.1% (n = 290,000); GPR7-expressing cells, fluorescence antagonist assay; in the data active means inhibition above about 16%, passing the limit was not always enough;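 further: cells stimulated with the agonist NPW; 0% = agonist with vehicle and 100% = vehicle without agonist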
GalR3 antag: GalR3 antagonists in HEK293 cells, primary screen, cell-based, fluorescence readout; actives 0.44% (n = 360,000); AID 651719, 2012; Galanin receptor type 3 (Homo sapiens), O60755; HEK293 GalR3-CNG cAMP membrane potential fluorescence; galR3 body fused to GalR1 C-terminus; inhibition, % at 3 µM;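 active means inhibition above the screen-wide average plus 3 SD, cut at about 13% in these data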;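 further: forskolin and galanin both at EC90 stimulate the cells; cAMP rise reported by CNG channel membrane potential dye signal; 0% = forskolin plus galanin with DMSO and 100% = forskolin alone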
Target sequence (O60755 1-299 limits assumed): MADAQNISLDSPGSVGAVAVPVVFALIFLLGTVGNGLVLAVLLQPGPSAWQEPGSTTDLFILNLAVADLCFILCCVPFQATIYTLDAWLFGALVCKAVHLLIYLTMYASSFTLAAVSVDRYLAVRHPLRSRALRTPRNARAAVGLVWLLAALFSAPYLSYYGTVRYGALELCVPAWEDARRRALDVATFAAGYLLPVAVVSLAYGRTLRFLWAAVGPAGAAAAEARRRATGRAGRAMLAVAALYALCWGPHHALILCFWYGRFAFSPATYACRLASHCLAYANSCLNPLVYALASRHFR
NALP1 inh: NALP1 inflammasome inhibitors in reconstituted yeast, colorimetric, S. cerevisiae, triplicate retest. S. cerevisiae NALP1/ASC/caspase-1 growth, X-gal OD620, 72 h. inhibition, % at 10 µM. actives 0.61% (n = 280,000). AID 2071, 2009; in the data active means inhibition mostly above about 24%, no sharp cut-off; inactive means mostly below about 32%; further: some compounds called inactive have numbers as strong as hits
OXTR potentiator: human OXTR potentiators, primary screen, fluorescence, CHO-OTR cells, Fluo-8 calcium; activation, % at 3 µM; actives 0.061% (n = 320,000); AID 2445, 2010; Oxytocin receptor (Homo sapiens), P30559; Fluo-8 calcium fluorescence, potentiator mode; 0% = oxytocin EC15, 100% = EC100;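 active means activation above that plate's cutoff, the mean activation of tested compounds plus 3 SD, cut at about 6.6% in these data, passing the limit was not always enough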;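 further: 100% uses oxytocin at 75 nM as the full agonist control; some results filed as inactive read as strong as hits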
Target sequence (P30559 whole entry, looked up): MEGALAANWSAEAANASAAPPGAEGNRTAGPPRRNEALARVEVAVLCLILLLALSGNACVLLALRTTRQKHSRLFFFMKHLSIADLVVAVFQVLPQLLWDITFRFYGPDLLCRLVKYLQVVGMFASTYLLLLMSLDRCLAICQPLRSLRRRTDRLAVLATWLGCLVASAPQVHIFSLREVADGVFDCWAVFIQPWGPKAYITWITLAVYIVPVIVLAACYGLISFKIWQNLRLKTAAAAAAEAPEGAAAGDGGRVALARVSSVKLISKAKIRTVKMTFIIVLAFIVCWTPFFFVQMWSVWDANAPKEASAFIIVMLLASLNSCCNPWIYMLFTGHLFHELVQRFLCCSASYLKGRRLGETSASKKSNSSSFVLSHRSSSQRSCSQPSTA
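Assay system: CHO-OTR cells, human receptor / Also added: oxytocin at about EC15, sub-maximal agonist stimulus / Dosing: single dose, 3.0 µM nominal final compound concentration / Incubation: 6 min pre-incubation, 100 s read / Technique: Fluo-8 calcium dye fluorescence / Read-out: % activation vs EC15 and EC100 oxytocin / Benchmarks: EC15 oxytocin low, 75 nM oxytocin high / Replicates: singlicate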
V1R ag counter: agonists of human V1a receptor, primary screen, counter-screen for OXTR agonist project, fluorescence, CHO-V1R cells. activation, % at 3 µM. actives 0.25% (n = 320,000). AID 2797, 2010. Fluo-8 calcium fluorescence, agonist mode; 0% DMSO, 100% 3 nM vasopressin;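 active means activation above the mean activation of all tested compounds plus 3 SD, per screening run, cut at about 20% in these data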;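 further: signal is peak over basal fluorescence ratio across a 100 second FLIPR read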
Target sequence (P37288 whole entry, looked up): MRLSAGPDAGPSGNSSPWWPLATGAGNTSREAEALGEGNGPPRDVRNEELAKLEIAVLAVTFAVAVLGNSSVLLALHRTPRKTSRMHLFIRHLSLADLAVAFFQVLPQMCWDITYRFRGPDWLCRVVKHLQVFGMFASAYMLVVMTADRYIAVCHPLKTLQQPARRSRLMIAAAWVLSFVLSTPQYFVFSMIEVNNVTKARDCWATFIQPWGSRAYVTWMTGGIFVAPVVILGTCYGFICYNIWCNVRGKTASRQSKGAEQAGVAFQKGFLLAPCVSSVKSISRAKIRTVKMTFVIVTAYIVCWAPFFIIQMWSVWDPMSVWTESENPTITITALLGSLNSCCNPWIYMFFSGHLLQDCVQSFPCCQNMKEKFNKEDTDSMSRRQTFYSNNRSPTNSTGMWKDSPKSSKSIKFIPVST
PfM18AAP inh: PfM18AAP inhibitors, malaria aminopeptidase, primary screen, biochemical, QFRET, recombinant enzyme; H-Glu-NHMec fluorogenic cleavage; AID 1822, 2009; inhibition, % at 7.35 µM; actives 1.2% (n = 290,000);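 active means inhibition above the campaign mean inhibition over all tested compounds plus 3 SD, cut at about 28% in these data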;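 further: 0% = plate median of test compound wells and 100% = 2 mM ZnCl2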
MEKK2 WT-MEK5: modulators of MEK5 binding to wildtype MEKK2, primary screen, biochemical, multiplex bead flow cytometry, Alexa488-MEK5; Mitogen-activated protein kinase kinase kinase 2 (Homo sapiens), Q9Y2U5; Alexa488-MEK5 binding to MEKK2 WT; actives lie on both sides; binding response (% of control), % at 10 µM; actives 1.1% (n = 290,000); in the data active means binding response below about 67% or above about 130%
OXTR agonist: human OXTR agonists, primary screen, fluorescence, CHO-OTR cells, Fluo-8 calcium; Oxytocin receptor (Homo sapiens), P30559; Fluo-8 calcium fluorescence; normalized: DMSO 0%, oxytocin 100%; activation, % at 3 µM; actives 0.32% (n = 320,000);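 active means activation above the mean of all tested compounds plus 3 SD, cutoff set per screening run, cut at about 20% in these data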;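 further: peak over basal fluorescence ratio from a 100 s FLIPR kinetic read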
MEKK2mut PB1 HTS: MEK5 binding signal on mutant MEKK2 PB1, primary screen, biochemical, multiplex bead flow cytometry, Alexa488-MEK5 | Alexa488-MEK5 binding to MEKK2 mutant | percent response, % at 10 µM | actives 0.35% (n = 290,000) | AID 1530, 2009; in the data active means percent response above about 24%, passing the limit was not always enough; further: inactives centre near 1; some results filed as inactive read as strong as hits; reference of the scale not given here
* marks the source's active call; other numbers are inactive results; nt = no result given.

item	SMILES	GPR7 antag	GalR3 antag	NALP1 inh	OXTR potentiator	V1R ag counter	PfM18AAP inh	MEKK2 WT-MEK5	OXTR agonist	MEKK2mut PB1 HTS
1	CC(=O)c1ccc(Oc2cc(-c3ccccc3)nc(-c3ccccc3)n2)cc1	-10	-2	19	-8	-0.4	-9	98	0.5	0
2	O=C(Nc1ccccc1F)c1cc(Cl)sc1Cl	-3	-11	2	6	-1.2	-5	101	-2.1	1
3	COCCOC(=O)c1c(C)n(C)c2ccc(OC(=O)c3cccs3)cc12	-6	5	6	-3	0.1	2	98	0.5	-3
4	COc1ccccc1CNC(=O)c1ccoc1C	-1	-4	nt	-8	-0.3	-11	100	-0.6	4
5	O=C(CS(=O)(=O)c1ccc(F)cc1)NCCS(=O)(=O)c1ccccc1	-4	-11	20	-6	0.3	-8	105	-0.3	3
6	COc1ccc2c(=O)c3c(=O)n(-c4ccccc4)c(-c4ccc(C)cc4)nc3oc2c1	5	3	7	-6	1.2	1	82	-1.4	-27
7	OCCC1CN(Cc2cccn2-c2ncccn2)CCN1CCc1ccccc1 (stereo unspecified)	-15	0	-2	0	-0.2	-5	112	1.3	14
8	O=C(NC(=S)N1CCN(c2ccc(O)cc2)CC1)c1ccco1	nt	5	nt	2	1.4	nt	nt	1.4	nt
9	Nc1nc(-c2ccccc2)cc(C(F)(F)F)n1	-15	-5	28	0	-0.8	0	112	-1.1	9
10	COc1cc(OC)cc(C(=O)Nn2cc(C(=O)Nc3c(F)cccc3F)c3ccccc3c2=O)c1	2	0	12	3	-0.7	-6	101	0.8	-1
11	COc1ccc(/C=C(\NC(=O)/C=C/c2ccco2)C(=O)NCCc2nc3ccccc3[nH]2)cc1	-4	1	13	-11	0.1	-5	102	-0.6	-1
12	Cc1ccc([C@@H]2[C@@H]3C(=O)N(c4ccccc4)C(=O)[C@@H]3[C@]3(C)C(=O)N(CC4CC4)CC(=O)N23)o1	-1	-2	6	-2	-0.4	-11	99	0.2	-2
13	COc1cc(C(=O)O)ccc1OCc1ccncc1	0	-7	4	-5	1.4	-5	99	-0.1	7
14	COc1cc2sc3cc(NCC[C@@H]4CCCN4C)ccc3c(=O)c2cc1OC	nt	-2	nt	6	0.2	nt	nt	0.0	nt
15	COc1ccc(N(C(=O)c2ccc(C)cc2)S(=O)(=O)c2cccs2)cc1	-1	-9	36	-11	0.6	4	101	-1.1	-1
16	CCOC(=O)C1CCN(C(=O)C(C)Oc2ccc(Br)cc2)CC1 (stereo unspecified)	1	-7	-14	1	5.6	-1	108	0.2	0
17	Nc1ccc(C(=O)Nc2ccc3nc(-c4ccncc4)[nH]c3c2)cc1	3	-8	1	-10	-0.6	-10	106	-0.7	10
18	CC1(C)Cc2c(c(-c3ccco3)nc3sc4c(NCC5CCCO5)ncnc4c23)CO1 (stereo unspecified)	1	-1	22	-9	-0.2	-2	102	-0.3	0
19	Nc1nnc(SCc2cn3cc(Cl)ccc3n2)s1	-4	-1	8	-1	-0.3	-11	94	-0.8	-4
20	CC(C)(C)NC(=O)CN(C(=O)CCC(=O)Nc1nccs1)c1ccc(F)c(Cl)c1	-8	-8	-2	3	0.3	4	110	1.8	5
21	Cc1cc(C)c(C(=O)N2CCCC(Nc3ccc(F)cc3)C2)o1 (stereo unspecified)	-9	1	-11	0	1.2	5	100	-1.0	5
22	O=S(=O)(c1ccc2ccccc2c1)N1CCN(c2ccc(O)cc2)CC1	nt	-7	nt	-7	2.3	nt	nt	3.3	nt
23	COc1ccccc1OCCC(=O)OCC(=O)c1[nH]c(C)c(C(C)=O)c1C	-9	8	18	-9	4.0	8	97	2.5	-4
24	CCCCn1c(N)c(N(CC)C(=O)CN2C(=O)NC(C)(c3ccccc3)C2=O)c(=O)[nH]c1=O (stereo unspecified)	-16	2	9	-8	0.1	-7	109	0.2	4
25	C=CC[n+]1c(-c2ccc(OC)c(OC)c2)csc1NNC(=O)Nc1ccccc1	-22	-2	-10	-5	0.7	18	96	1.9	-2
26	O=C(NCCN1CCCCC1)Nc1cccc(C(F)(F)F)c1	-4	-13	2	-2	1.3	3	107	0.4	5
27	CC(C)(C)NC(=O)C(=O)N/N=C/c1cccs1	-21	1	9	-8	1.0	4	102	0.1	1
28	COc1cccc(CNC(=O)CCS(=O)(=O)c2cccs2)c1	8	-7	-12	-6	1.2	-1	97	0.4	-1
29	CCCCNc1cc(=O)n(C)c(=O)[nH]1	-14	0	-8	2	1.3	-2	97	-0.1	1
30	O=C1c2cccc3c(Cl)ccc(c23)C(=O)N1O	-5	0	-2	-3	-0.6	-4	93	-2.4	-7
31	CCOC(=O)c1[nH]c(C)c(C(=O)OCCOc2cccc(C)c2)c1C	-10	-5	13	-6	3.7	-6	91	0.9	-5
32	CC1CCN(C(=O)c2ccc(NC(=O)CC3SC(N4CCCC4)=NC3=O)cc2)CC1 (stereo unspecified)	nt	-5	nt	-2	0.1	nt	nt	-0.3	nt
33	COc1ccc(C2N(c3ccccc3)C(=O)C2(F)F)cc1OC (stereo unspecified)	7	-9	9	-11	-1.5	-1	104	-1.1	3
34	Cc1ccc(C)n1-c1c(C(=O)NN)cnn1-c1ccccc1	-9	-5	-19	-17	0.3	9	92	0.0	-2
35	O=C(COS(=O)c1ccccc1)Nc1cc(Cl)ccc1N1CCOCC1 (stereo unspecified)	1	2	14	-13	-2.0	5	98	-2.3	-4
36	CCC(C)Sc1nc2c(cnn2-c2ccccc2)c(=O)[nH]1 (stereo unspecified)	10	6	24	3	-0.8	-21	104	-0.1	4
37	CC(C)C(CCNC1CCN(C)CC1)c1ccc(Cl)cc1 (stereo unspecified)	33	-12	35	-13	4.0	0	108	4.4	5
38	O=C(NNC1CC(=O)N(c2ccc3c(c2)OCCO3)C1=O)c1ccc(Cl)cc1 (stereo unspecified)	-3	-3	8	-4	-0.2	10	105	0.5	5
39	CCC(C)(C(=O)NC1CCCC1)N(Cc1cccs1)C(=O)c1ccc2c(c1)OCO2 (stereo unspecified)	29*	-13	14	-1	2.5	0	100	0.3	-2
40	Cc1cccc(N2NC(=O)/C(=C/c3ccc(-c4ccc(Cl)c(C(=O)O)c4)o3)C2=O)c1	2	-8	0	nt	nt	-6	98	nt	-4
41	CCCCc1c(C)[nH]c(C(=O)OCC)c1C	-17	-2	6	5	-1.1	-9	102	-1.6	5
42	Cc1ccc2[nH]c(=O)c(N3CCOCC3)c(-c3ccccc3)c2c1	-14	-7	13	-6	-1.0	-1	106	-1.8	4
43	CCOc1cc(/C=N\NC(=O)CC(=O)NCCc2ccccc2)ccc1O	8	0	-8	2	-0.4	-9	109	-0.7	1
44	COC(=O)c1sc2[nH]c(=S)n(N)c(=O)c2c1C	-7	nt	-15	nt	nt	13	102	nt	-2
45	COc1ccccc1N1CCN(Cc2cc(OC)c3c(c2)OCO3)CC1	4	-11	9	-11	0.0	-1	105	-0.4	3
46	Cc1cccc(NC2=NC3(CCCCC3)N=C(N)N2)c1C	-12	8	1	-17	-1.0	-4	106	-0.5	-3
47	NC(=O)C1CCCN(C(=O)CCCNC(=O)c2ccc(Cl)cc2)C1 (stereo unspecified)	1	-5	9	-8	-0.1	2	102	0.4	5
48	O=C(NC1(C(F)(F)F)NC(=O)N(C2CCCC2)C1=O)C1CC1 (stereo unspecified)	-5	0	32	-5	-0.1	-1	107	0.2	11
49	N#C/C(=C\c1ccc(-c2ccc(C(=O)O)cc2)o1)C(=O)NCC1CCCO1 (stereo unspecified)	-7	nt	24	-1	1.3	-3	96	0.1	-1
50	Cc1ccc(C(=O)NCCNC(=O)c2ccco2)cc1C	-4	-6	6	-2	1.9	-7	101	1.4	3

Other records follow.
item	SMILES	GPR7 antag	GalR3 antag	NALP1 inh	OXTR potentiator	V1R ag counter	PfM18AAP inh	MEKK2 WT-MEK5	OXTR agonist	MEKK2mut PB1 HTS
51	CO/N=C\CC(=O)Nc1ccc(Cl)cc1Cl	-6	-3	4	-11	-1.3	1	97	-1.7	-5
52	O=C(Nc1ccc(S(=O)(=O)NC2CCCCC2)cc1)c1ccc(Br)o1	-11	-2	10	-7	2.6	0	100	3.4	4
53	Cc1ccc(C)c(OCc2cc(C(=O)N(C)Cc3ccccn3)no2)c1	-2	-7	10	-7	2.5	-3	102	-0.3	9
54	Cn1c(C(=O)NCCN2CCOCC2)cc2c(=O)n(C)c3ccccc3c21	2	-3	6	-3	0.8	2	96	-0.6	1
55	COc1cccc(C(=O)/C=C/c2ccc(OCC#N)c(OC)c2)c1	-6	20*	16	-5	1.1	6	103	1.0	2
56	O=C(O)CSc1nc2c(cnn2-c2ccccc2)c(=O)n1-c1ccc(Br)cc1	1	-3	23	-1	0.8	5	101	0.8	0
57	C=C1CCN([C@H](C(=O)NCc2ccc(Cl)cc2)C(C)C)S(=O)(=O)c2ccccc21	nt	-1	16	-9	-0.3	nt	96	-2.4	-3
58	CC1(C)Cc2nc(-c3ccccc3)nc(NNC(=O)c3ccco3)c2CO1	-4	-1	13	-4	-0.4	10	105	-0.4	2
59	Cc1ccc(NCC(O)Cn2cnc3c2c(=O)n(C)c(=O)n3C)cc1 (stereo unspecified)	-17	-1	4	-10	1.0	5	101	0.8	3
60	C[C@@H]1CN([C@@H](C)CO)C(=O)c2cccc(NS(C)(=O)=O)c2O[C@H]1CN(C)CC1CCCCC1	nt	-2	nt	-3	1.5	nt	nt	1.1	nt
61	COC(=O)c1cc(NS(=O)(=O)c2ccc(NCc3cccnc3)c([N+](=O)[O-])c2)cc(C(=O)OC)c1	-2	-9	13	-4	0.9	1	99	-0.8	9
62	C1CCN(Cc2nnnn2C2CCCC2)CC1	-1	-2	-4	-8	1.0	-7	106	0.4	-1
63	Fc1ccc(COc2ccc(Br)cc2CNCC2CCCO2)cc1 (stereo unspecified)	11	-3	10	-15	1.5	-9	117	0.7	-5
64	O=C(N/N=C/c1ccc(O)cc1)/C(=C/c1ccc([N+](=O)[O-])cc1)NC(=O)c1ccccc1	0	-1	4	-14	0.1	-5	106	-0.6	5
65	O=C(COc1ccc(Br)cc1)NCCNC(=O)c1ccncc1	1	-1	9	-7	-1.0	-12	103	-0.3	7
66	O=C(NC1(C(F)(F)F)N=C2SCCN2C1=O)C1CCCCC1 (stereo unspecified)	-2	2	23	-6	1.0	-2	101	-0.2	-1

Ordered by length of the SMILES (smallest number first): part of the list above.
item	SMILES	GPR7 antag	GalR3 antag	NALP1 inh	OXTR potentiator	V1R ag counter	PfM18AAP inh	MEKK2 WT-MEK5	OXTR agonist	MEKK2mut PB1 HTS
34	Cc1ccc(C)n1-c1c(C(=O)NN)cnn1-c1ccccc1	-9	-5	-19	-17	0.3	9	92	0.0	-2
38	O=C(NNC1CC(=O)N(c2ccc3c(c2)OCCO3)C1=O)c1ccc(Cl)cc1 (stereo unspecified)	-3	-3	8	-4	-0.2	10	105	0.5	5
6	COc1ccc2c(=O)c3c(=O)n(-c4ccccc4)c(-c4ccc(C)cc4)nc3oc2c1	5	3	7	-6	1.2	1	82	-1.4	-27
